STAT1 activator: STAT1 signaling activation; NIH 3T3 STAT1-luciferase reporter, IFN-gamma, luminescence; 100% = IFN-gamma alone, no compound; activation (% of control), % at 5.5 µM; 200,000 compounds, 2.6% hits; AID 932;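 active = activation above the screen-wide mean activation plus 3 SD, cut at about 130% in these data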;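 also: raw ratio to IFN-gamma control signal so 100% means no change and 0% no light; values of inactives mirror those of a sister screen read the other way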
NF-kB expr up: compounds increasing NF-kB expression in human neuronal cells. fold change at 12.5 µM. AID 1239. NF-kB reporter expression; stronger effect = higher value. 190,000 compounds, 1.6% hits; in the data active = fold change above about 3.3
STAT1 blocker: reduces IFN-gamma driven STAT1 reporter signal. NIH 3T3 STAT1-luciferase reporter, luminescence. 200,000 compounds, 0.35% hits. inhibition, % at 5.5 µM;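 active = inhibition above a set limit, the mean inhibition across all tested compounds plus 3 SD, cut at about 34% in these data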;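 also: 0% = IFN-gamma with DMSO and 100% = IFN-gamma with 300 µM nifuroxazide; values of inactives mirror those of a sister screen read the other way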
STAT3 act: activators of IL-6 induced STAT3 signaling. U3A cells, IL-6 STAT3-luciferase reporter, luminescence; 100% = signal with IL-6 EC80 alone. 190,000 compounds, 0.91% hits. AID 871. activation (% of control), % at 5.6 µM;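 active = activation above the screen-wide mean of compound activation plus 3 SD, cut at about 130% in these data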;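 also: 0% = background luminescence of wells with medium and substrate only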
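System – human U3A cells carrying STAT3-luciferase construct · Probe or stimulus – Interleukin-6, 33 ng/mL · Schedule – compound 1 h, then IL-6 6 h at 37 °C · Signal – luminescence from STAT3-driven luciferase reporter · Evaluation – percent of IL-6-only median luminescence · Benchmarks – IL-6-only high control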
STAT3 blocker: inhibitors of IL-6 induced STAT3 signaling; U3A cells, IL-6 STAT3-luciferase reporter, luminescence; host cell line lacks STAT1; 190,000 compounds, 0.89% hits; inhibition, % at 5.5 µM;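 active = inhibition above the mean inhibition across all screened compounds plus 3 SD, cut at about 44% in these data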;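 also: 0% = DMSO only wells and 100% = 100 µM nifuroxazide control wells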
RAM inhibit: inhibitors of the yeast RAM network; S. cerevisiae dse1pr::URA3 reporter, 5-FOA growth OD615, 2 d; analog-sensitive cbk1-as2 kinase mutant strain; inhibition, % at 50 µM; 190,000 compounds, 1.8% hits; AID 868;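 active = inhibition above a set limit, 3 SD over mean compound inhibition, cut at about 8.4% in these data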;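 also: 0% = DMSO-only wells with no growth and 100% = 10 µM 1-NA-PP1 full growth; inhibition rescues growth on 5-FOA so higher OD means more RAM inhibition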
Hsp70 act: switches on Hsp70 transcription; HeLa Hsp70 promoter luciferase reporter, luminescence; scaled: vehicle 0, proteasome-inhibitor control 100%; activation, % at 10 µM; 200,000 compounds, 0.04% hits; AID 1203;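 active = activation above the mean across all tested compounds plus 3 SD, cutoff set per campaign, cut at about 5.5% in these data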;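 also: 100% = MG132 at 30 µM as the positive control and 0% = DMSO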
FLuc inh counter: Photinus pyralis luciferase inhibition counter-screen | ATPLite firefly luciferase biochemical luminescence, 10 min | inhibition, % at 10 µM | 200,000 compounds, 1.5% hits | P08659;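 active = inhibition above about 50% when tested at 10 µM, limit read from the data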
Target sequence (P08659 whole entry, looked up): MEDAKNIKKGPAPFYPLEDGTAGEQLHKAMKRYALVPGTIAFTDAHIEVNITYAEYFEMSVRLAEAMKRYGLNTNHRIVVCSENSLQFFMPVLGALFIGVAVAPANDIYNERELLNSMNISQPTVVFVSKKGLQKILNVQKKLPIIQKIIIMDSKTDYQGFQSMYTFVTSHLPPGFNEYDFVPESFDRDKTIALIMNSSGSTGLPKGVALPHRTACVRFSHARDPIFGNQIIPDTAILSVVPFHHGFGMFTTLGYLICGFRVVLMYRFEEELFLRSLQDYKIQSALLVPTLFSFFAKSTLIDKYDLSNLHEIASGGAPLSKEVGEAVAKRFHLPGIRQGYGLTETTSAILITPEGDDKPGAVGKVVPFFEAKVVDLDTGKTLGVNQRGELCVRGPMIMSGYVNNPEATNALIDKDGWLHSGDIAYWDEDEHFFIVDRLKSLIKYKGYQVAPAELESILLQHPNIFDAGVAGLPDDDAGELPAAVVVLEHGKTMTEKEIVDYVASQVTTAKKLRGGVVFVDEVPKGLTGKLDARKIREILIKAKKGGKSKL
APP 5'UTR act: APP 5'UTR luciferase reporter activation. SH-SY5Y APP 5'UTR luciferase reporter, luminescence; zero percent = DMSO vehicle wells. activation, % at 2 µM. 190,000 compounds, 1% hits. AID 1276;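 active = activation above a set limit, based on mean plus 3 SD of controls, cut at about 140% in these data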; also: values of inactives mirror those of a sister screen read the other way
APP transl inh: APP translation inhibition | 190,000 compounds, 0.82% hits | inhibition, % at 2 µM | SH-SY5Y APP 5'UTR-luciferase reporter, luminescence;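 active = inhibition above a set limit, derived from the sample mean plus 3 SD, cut at about 45% in these data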; also: values of inactives mirror those of a sister screen read the other way
Starred values were filed as active, the others as inactive; nt = not tested or not shown.

SMILES | STAT1 activator | NF-kB expr up | STAT1 blocker | STAT3 act | STAT3 blocker | RAM inhibit | Hsp70 act | FLuc inh counter | APP 5'UTR act | APP transl inh
COc1ccc(-c2nn(CCC(=O)O)cc2/C=C2\SC(N)=NC2=O)cc1 | 88 | 1 | 14 | 89 | 16 | 2.1 | -0.3 | 0 | 7 | -7
Cc1ccccc1NC1C=CS(=O)(=O)C1 (stereo unspecified) | 104 | 0.99 | -5 | 106 | -3 | 0.1 | -0.1 | -1 | 7 | -7
CCCN1Cc2cccc(C(=O)NCc3ccccc3)c2C1=O | 93 | 1 | 8 | 107 | -5 | 1.7 | -0.3 | -4 | 5 | -6
S=C(NCc1ccc(Cl)c(Cl)c1)Nc1ccc2c(c1)OCO2 | 101 | 0.97 | -1 | 95 | 4 | -1.0 | -0.3 | -5 | 1 | -1
COc1ccc(-n2cc(CNCCCn3ccnc3)c(-c3cccc(F)c3)n2)cc1 | 101 | 0.84 | -3 | 94 | 12 | -0.6 | -0.2 | 2 | 7 | -7
CC(C)CCNC(=O)c1c[nH]c2ccc(S(=O)(=O)N3CCC4(CC3)OCCO4)cc2c1=O | 97 | 1.1 | 3 | 97 | 8 | 3.5 | -0.5 | -4 | -11 | 11
Cc1ccc(N2C(=O)/C(=C/c3cccnc3)SC2=S)cc1 | 90 | 1.2 | 11 | 104 | -7 | 3.6 | -0.1 | -2 | -13 | 13
CC(/C=C/c1ccccc1)=N\NC(=O)c1ccc2c(c1)OCCO2 | 120 | 1.3 | -22 | 110 | -7 | 2.1 | 0.8 | -3 | 9 | -9
Cc1ccc(S(=O)(=O)NN2C(=O)/C(=C/c3cccn3C)SC2=S)cc1 | 103 | 1.2 | -3 | 96 | 7 | 5.4 | -0.1 | -8 | 4 | -4
O=CN1CCN(S(=O)(=O)c2ccc(Cl)c(C(=O)O)c2)CC1 | 98 | 1.1 | 1 | 101 | 6 | -0.8 | -0.4 | -2 | 16 | -16
O=C1OC(c2cccs2)=N/C1=C\c1ccc(-c2cccc(Cl)c2)o1 | 115 | 1.1 | -8 | 98 | 12 | nt | -0.2 | -1 | 8 | -8
Cc1ccc(S(=O)(=O)Nc2ccc3nc(C)sc3c2)cc1 | 86 | 0.91 | 15 | 79 | 27 | -0.1 | -0.2 | -3 | -13 | 13
O=C(CC1C(=O)N(c2ccccc2)C(=O)N1Cc1ccco1)Nc1ccccc1 (stereo unspecified) | 95 | 1.2 | 3 | 102 | 5 | 0.6 | -0.1 | -4 | -10 | 10
COc1ccc(-c2csc(CCn3nc(C)cc3C)n2)cc1OC | 101 | 1 | 0 | 91 | 11 | 2.5 | -0.3 | -3 | 21 | -21
Cc1ccc(S(=O)(=O)N2CCCCC2)cc1NC(=O)CSc1ncn[nH]1 | 95 | 0.97 | 6 | 100 | 6 | -1.1 | -0.1 | -2 | 14 | -14
COc1cc(-c2cc(-c3ccc(F)cc3)nc(N)c2C#N)ccc1O | 87 | 1 | 12 | 91 | 14 | 0.5 | -0.2 | -4 | 7 | -7
CC(C)NC(=O)CN1CCC(c2ccccc2)C(O)C1 (stereo unspecified) | 104 | 0.9 | -6 | 106 | -5 | 0.1 | -0.1 | -11 | 17 | -17
COc1ccc(NC(=S)NCC2CCCO2)c(OC)c1 (stereo unspecified) | 97 | 1.1 | 0 | 92 | 18 | -0.3 | 0.0 | -6 | 1 | -1
CCn1c(N2CCN(C(=O)Nc3ccc(F)cc3)CC2)nc2ccccc21 | 112 | 0.82 | -13 | 74 | 34 | 0.7 | -0.1 | -9 | 0 | 0
COC(=O)CSc1nnc(CNC(=O)c2cc(OC)c(OC)c(OC)c2)n1C | 93 | 1.1 | 8 | 90 | 21 | -1.8 | -0.2 | -3 | 5 | -5
CCCS(=O)(=O)Nc1cccc(-c2ccc3nnc(C)n3n2)c1 | 92 | 1.2 | 7 | 90 | 15 | 0.7 | -0.3 | -5 | 2 | -2
Cc1ccc(C(=O)CSc2nnc(-c3cccnc3)n2N)cc1 | 94 | 1.2 | 7 | 82 | 26 | 0.8 | -0.1 | -4 | -2 | 2
CCn1c(SCC(=O)N/N=C/C=C/c2ccccc2[N+](=O)[O-])nnc1-c1ccc(Cl)cc1 | 96 | 0.76 | 5 | 101 | -3 | 3.4 | -0.3 | -7 | 1 | -1
O=C(Nc1ccccc1O)c1cc(S(=O)(=O)N2CCOCC2)c(Cl)cc1Cl | 99 | 0.85 | 1 | 105 | -3 | -1.4 | -0.1 | -5 | 5 | -5
CCC(CC)C(=O)c1c[nH]c(C(=O)NCc2cccs2)c1 | 100 | 0.86 | -2 | 106 | 4 | 0.7 | -0.2 | -8 | 4 | -4

Sorted by heavy-atom count (smallest number first): part of the list above
SMILES | STAT1 activator | NF-kB expr up | STAT1 blocker | STAT3 act | STAT3 blocker | RAM inhibit | Hsp70 act | FLuc inh counter | APP 5'UTR act | APP transl inh
Cc1ccccc1NC1C=CS(=O)(=O)C1 (stereo unspecified) | 104 | 0.99 | -5 | 106 | -3 | 0.1 | -0.1 | -1 | 7 | -7
COc1ccc(NC(=S)NCC2CCCO2)c(OC)c1 (stereo unspecified) | 97 | 1.1 | 0 | 92 | 18 | -0.3 | 0.0 | -6 | 1 | -1
Cc1ccc(N2C(=O)/C(=C/c3cccnc3)SC2=S)cc1 | 90 | 1.2 | 11 | 104 | -7 | 3.6 | -0.1 | -2 | -13 | 13
CCCS(=O)(=O)Nc1cccc(-c2ccc3nnc(C)n3n2)c1 | 92 | 1.2 | 7 | 90 | 15 | 0.7 | -0.3 | -5 | 2 | -2
CC(/C=C/c1ccccc1)=N\NC(=O)c1ccc2c(c1)OCCO2 | 120 | 1.3 | -22 | 110 | -7 | 2.1 | 0.8 | -3 | 9 | -9
Cc1ccc(S(=O)(=O)N2CCCCC2)cc1NC(=O)CSc1ncn[nH]1 | 95 | 0.97 | 6 | 100 | 6 | -1.1 | -0.1 | -2 | 14 | -14
CCn1c(N2CCN(C(=O)Nc3ccc(F)cc3)CC2)nc2ccccc21 | 112 | 0.82 | -13 | 74 | 34 | 0.7 | -0.1 | -9 | 0 | 0
COc1ccc(-n2cc(CNCCCn3ccnc3)c(-c3cccc(F)c3)n2)cc1 | 101 | 0.84 | -3 | 94 | 12 | -0.6 | -0.2 | 2 | 7 | -7
CCn1c(SCC(=O)N/N=C/C=C/c2ccccc2[N+](=O)[O-])nnc1-c1ccc(Cl)cc1 | 96 | 0.76 | 5 | 101 | -3 | 3.4 | -0.3 | -7 | 1 | -1

Continuation.
SMILES | STAT1 activator | NF-kB expr up | STAT1 blocker | STAT3 act | STAT3 blocker | RAM inhibit | Hsp70 act | FLuc inh counter | APP 5'UTR act | APP transl inh
Cc1c(Cl)cccc1NC(=S)NCCC(c1ccccc1)c1ccccc1 | 108 | 1.1 | -9 | 101 | 2 | 6.3 | -0.6 | 0 | 5 | -5
O=C1CC(NC(=O)C(F)(F)F)c2cc3c(cc21)OCO3 (stereo unspecified) | 95 | 1.1 | 5 | 94 | 12 | 1.0 | -0.2 | 0 | -2 | 2
Cc1cc(C(=O)NCc2cccs2)no1 | 107 | 1 | -7 | 101 | 5 | 1.9 | -0.5 | -6 | 3 | -3
O=C(CSc1nnc(CNC(=O)c2ccccc2F)o1)NCCc1ccccc1 | 95 | 1.1 | 6 | 100 | 6 | 0.7 | -0.3 | -5 | 9 | -9
CCCCc1c(O)c2ccccc2[nH]c1=O | 94 | 1.1 | 7 | 107 | -3 | -0.9 | 0.2 | 0 | -21 | 21
COC(=O)c1sc(NC(=S)NC(=O)c2ccccc2Cl)nc1C | 121 | 1.3 | -24 | 107 | -6 | 3.3 | 0.0 | 67* | 30 | -30
Oc1c(CN2CCOCC2)ccc2ccccc12 | 97 | 1.1 | 2 | 114 | -11 | -0.5 | 0.1 | -4 | 17 | -17
CCCCC(c1nnnn1C1CCCC1)N1CCN(C(=O)c2ccco2)CC1 (stereo unspecified) | 106 | 1.1 | -6 | 101 | 1 | 4.5 | 0.1 | -4 | -8 | 8
Cc1ccc2c(c1)C(c1ccc(O)cc1)(c1ccc(O)cc1)C(=O)N2C | 102 | 1.3 | -2 | 94 | 16 | 0.6 | -0.1 | -2 | 14 | -14
Cc1cc(C(F)(F)F)c2c(C)nn(CCc3nn[nH]n3)c2n1 | 101 | 1.1 | -1 | 106 | -7 | 1.1 | -0.2 | -4 | -11 | 11
COc1ccc(C(=O)CCC(C)(C)[N+](=O)[O-])cc1OC | 99 | 0.96 | 0 | 110 | -11 | 0.3 | -0.4 | -9 | -2 | 2
NC(=S)N/N=C/c1cc([N+](=O)[O-])ccc1Cl | 101 | 1.1 | -2 | 82 | 27 | 4.5 | -0.1 | -1 | -34 | 34
Cc1nc2c(C)cccc2cc1C(=O)N/N=C/c1ccc(O)cc1 | 103 | 0.9 | -3 | 105 | -3 | 0.9 | -0.4 | 10 | -3 | 3
O=c1oc2c(CN3CCOCC3)c(O)c(Cl)cc2c2c1CCCC2 | 104 | 1 | -3 | 108 | -3 | -1.8 | -0.1 | -2 | -10 | 10
O=C(N/N=C/c1cn(-c2ccccc2)nc1-c1cccs1)c1ccccc1F | 95 | 1.2 | 8 | 109 | -14 | -0.1 | -0.2 | 8 | 9 | -9
O=c1sc2ccccc2n1CCOc1ccccc1 | 142* | 2.6 | -46 | 108 | -4 | -0.4 | 0.2 | 13 | 76 | -76
Cc1cccc(C2c3[nH]c4ccccc4c3CCN2C(=O)c2ocnc2C)n1 (stereo unspecified) | 88 | 1.2 | 11 | 125 | -27 | -0.4 | 0.0 | -7 | 14 | -14
O=[N+]([O-])c1ccc2nccn2c1 | 102 | 1.3 | -2 | 97 | 12 | 0.4 | -0.3 | -7 | -12 | 12
C=CCn1c(SCc2csc(-c3ccc(Cl)cc3)n2)nnc1-c1ccccc1OC | 109 | 1.1 | -10 | 107 | -9 | 1.4 | -0.4 | -2 | 6 | -6
CC(=O)c1ccc(NC(=O)N2C3CCC2CC(O)(c2cccnc2)C3)cc1 (stereo unspecified) | 102 | 1.1 | -5 | 105 | 0 | -0.4 | -0.3 | -3 | -10 | 10
Cc1cccc(C(C)C)c1NC(=O)CSc1nncn1C | 97 | 1.1 | 3 | 100 | -2 | 1.2 | -0.3 | 1 | 6 | -6
CC(C)CSc1nnc2[nH]c(=O)cc(N)n12 | 106 | 1.2 | -8 | 107 | -4 | -0.2 | -0.3 | 14 | -11 | 11
CCOC(=O)Cn1cnc2sc3c(c2c1=O)CCC3 | 94 | 0.96 | 5 | 100 | 2 | -0.2 | -0.2 | 1 | -4 | 4
Cc1ccc(N2N=C(c3ccc(F)cc3)CC2c2ccco2)cc1 (stereo unspecified) | 105 | 1.3 | -7 | 96 | 7 | 12* | -0.2 | 3 | -10 | 10
CCCCn1nc2cc(C(=O)NCC3CC3)ccc2c1OCC | 95 | 1.5 | 6 | 98 | 7 | 0.7 | -0.1 | -10 | -12 | 12
CN1CCN(C(=S)SCC(=O)Nc2nc(-c3ccccc3)c(-c3ccccc3)o2)CC1 | 100 | 0.95 | 0 | 101 | -2 | 0.1 | -0.4 | -1 | -2 | 2
CCOCCCNC(=O)c1cc2sc(Cl)cc2n1CC | 99 | 1.2 | -1 | 95 | 11 | -0.3 | -0.2 | -6 | -9 | 9

High-throughput results as filed in PubChem.
